# Bioassay records as filed in PubChem.
# S1P4 antagonist: S1P4 receptor antagonists, primary screen, cell-based | Sphingosine 1-phosphate receptor 4 (Homo sapiens), O95977 | S1P4-expressing cells, antagonist mode, reporter read-out | inhibition, % at 4.98 µM | 0.26% of 220,000 active | AID 1510, 2009; in the data active = inhibition above about 29%;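 also: 0% = wells stimulated with agonist and 100% = vehicle wells without agonist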
# S1P4 agonist: S1P4 receptor agonists, primary screen, cell-based. Sphingosine 1-phosphate receptor 4 (Homo sapiens), O95977. S1P4-expressing cell line, agonist reporter assay. activation, % at 4.98 µM. 0.35% of 220,000 active; in the data active = activation above about 11%;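 also: 0% = DMSO vehicle and 100% = reference agonist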
# BaF3 parental: parental Ba/F3 cell viability inhibition, counter-screen for JAK2V617F inhibitor project, murine pro-B, CellTiter-Glo luminescence; CellTiter-Glo ATP luminescence; inhibition, % at 5.6 µM; 1.1% of 220,000 active; AID 1486, 2009;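 active = inhibition above a per-campaign cutoff, the mean inhibition of all tested compounds plus 3 SD, cut at about 27% in these data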;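 also: 0% = DMSO wells and 100% = JAK Inhibitor I control wells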
# Ba/F3 V617F tox: reduced viability of JAK2V617F-dependent Ba/F3 cells, primary screen, JAK2V617F inhibitor project, cell-based, Ba/F3 EpoR-JAK2V617F, luminescence; ATP luminescence; 1.1% of 220,000 active; inhibition, % at 5.6 µM; AID 1446, 2008;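 active = inhibition above the campaign mean plus 3 SD over all tested compounds, cut at about 24% in these data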;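 also: cytokine-independent growth of Ba/F3 cells driven by EpoR plus mutant JAK2; 0% = DMSO-treated cells and 100% = JAK inhibitor I control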
# TRPML3 ag: human TRPML3 channel agonists, primary screen, cell-based, HEK293 TRPML3-YFP, Fluo-8 calcium fluorescence, 3 µM; Mucolipin-3 (Homo sapiens), Q8TDD5; 100% = the carbachol control signal; activation, % at 3 µM; 0.29% of 220,000 active; AID 1448, 2008;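 active = activation above its plate's cutoff, the mean activation of the plate's test wells plus 3 SD, cut at about 12% in these data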;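 also: 0% = DMSO only wells and 100% = carbachol wells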
#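 Test system: TRPML3-YFP stable HEK293 cells. Doses: single point at 3 µM. Incubation: dye loading 1 h 37 °C then 30 min ambient, 125 s read. Signal: Fluo-8 calcium dye fluorescence, ex 470-495, em 515-575 nm. Measure: percent activation from peak-to-basal fluorescence ratio, scaled between DMSO and carbachol.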
# Calpain2 inh: inhibitors of pig calpain II, primary screen, biochemical, fluorogenic peptide substrate, 1536-well; purified calpain II, 30 min; inhibition, % at 16 µM; 0.37% of 220,000 active; AID 1236, 2008;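 active = inhibition above about 50%, limit read from the data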
# TRPN1 ag: zebrafish TRPN1 channel agonists, primary screen, cell-based, HEK293, calcium fluorescence; activation, % at 3 µM; AID 1424, 2008; 0.18% of 220,000 active; HEK293 zebrafish TRPN1-YFP, Fluo-8 calcium fluorescence; 100% = response to 87 µM carbachol;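 active = activation above its plate's cutoff, the mean activation of test wells on that plate plus 3 SD, cut at about 19% in these data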;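 also: 0% = DMSO alone and 100% = 87 µM carbachol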
#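 Material – zebrafish TRPN1-YFP in HEK293 cells · Doses – 3 µM single point · Schedule – dye 1 h 37 °C plus 30 min RT · Signal – Fluo-8 calcium fluorescence, excitation 470-495 nm, emission 515-575 nm · Read-out – % activation versus carbachol response · Control set – carbachol high, DMSO low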
# PERK inh: block of dimerizer-induced PERK translation repression, primary screen, PERK inhibitor project, CHO PERK-DD cells, SEAP luminescence, HTS; CHO PERK-DD fusion, SEAP luminescence translation reporter; 0.17% of 220,000 active; inhibition, % at 5.6 µM; Eukaryotic translation initiation factor 2-alpha kinase 3 (Homo sapiens), Q9NZJ5;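 active = inhibition above the mean inhibition of all tested compounds plus 3 SD, set separately per screening campaign, cut at about 2.9% in these data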;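 also: PERK kinase domain activated by AP20187 dimerizer at 100 nM; 0% = DMSO with dimerizer and 100% = rapamycin at 8.4 µM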
# Target sequence (Q9NZJ5 whole entry, looked up, the tested form may be a part): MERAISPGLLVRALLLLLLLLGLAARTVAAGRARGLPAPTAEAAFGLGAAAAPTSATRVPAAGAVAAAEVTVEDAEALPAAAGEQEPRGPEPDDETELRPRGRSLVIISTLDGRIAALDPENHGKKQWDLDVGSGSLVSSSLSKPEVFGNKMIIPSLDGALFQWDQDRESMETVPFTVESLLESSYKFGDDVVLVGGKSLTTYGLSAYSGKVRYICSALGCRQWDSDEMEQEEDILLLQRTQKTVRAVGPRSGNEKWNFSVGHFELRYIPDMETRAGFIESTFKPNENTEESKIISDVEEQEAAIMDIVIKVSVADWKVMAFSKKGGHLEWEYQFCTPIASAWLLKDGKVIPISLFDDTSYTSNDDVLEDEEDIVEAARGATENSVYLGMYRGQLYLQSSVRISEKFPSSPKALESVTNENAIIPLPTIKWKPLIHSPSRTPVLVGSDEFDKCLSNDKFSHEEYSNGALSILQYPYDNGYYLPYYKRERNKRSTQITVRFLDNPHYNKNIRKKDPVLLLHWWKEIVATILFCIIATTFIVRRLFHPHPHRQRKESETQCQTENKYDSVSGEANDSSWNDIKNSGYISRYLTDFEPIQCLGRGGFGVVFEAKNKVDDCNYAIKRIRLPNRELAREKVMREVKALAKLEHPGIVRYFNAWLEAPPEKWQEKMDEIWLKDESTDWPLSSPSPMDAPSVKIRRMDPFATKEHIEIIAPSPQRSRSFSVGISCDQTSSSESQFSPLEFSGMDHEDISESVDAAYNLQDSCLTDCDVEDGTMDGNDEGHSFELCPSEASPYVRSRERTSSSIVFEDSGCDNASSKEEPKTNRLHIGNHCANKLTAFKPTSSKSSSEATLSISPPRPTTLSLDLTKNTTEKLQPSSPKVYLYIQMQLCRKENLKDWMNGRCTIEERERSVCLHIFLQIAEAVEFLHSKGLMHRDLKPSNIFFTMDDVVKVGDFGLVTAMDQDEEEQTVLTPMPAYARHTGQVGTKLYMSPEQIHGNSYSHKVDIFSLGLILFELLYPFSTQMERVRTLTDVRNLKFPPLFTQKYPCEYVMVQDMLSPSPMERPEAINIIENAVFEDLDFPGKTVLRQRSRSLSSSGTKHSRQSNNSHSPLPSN
# EP2 mod: EP2 receptor modulators, cAMP readout, primary screen, cell-based, HTRF cAMP, PGE2 stimulation; Prostaglandin E2 receptor EP2 subtype (Homo sapiens), P43116; EP2-expressing cells, cAMP HTRF FRET, PGE2 co-stimulation; induction, % at 25 µM; 0.83% of 260,000 active; AID 940, 2007;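 active = compounds whose cAMP rise, as percent of the full-agonist control response, exceeds 60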;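 also: rat C6 glioma line stably carrying human EP2 under a CMV promoter; the protocol text gives 20 µM as final concentration; 100% = response of wells given 1 µM PGE2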
# An asterisk follows results filed as active; nt = not tested or not shown; & = joins results of further samples.
SMILES,S1P4 antagonist,S1P4 agonist,BaF3 parental,Ba/F3 V617F tox,TRPML3 ag,Calpain2 inh,TRPN1 ag,PERK inh,EP2 mod
CC(C)(C)NC(=O)N1CCN(c2ncccc2C(F)(F)F)CC1,-7,0.4,-2,2,0.6,-19,0.8,0.1,0
COC(=O)C(C(=O)NCC1CCCO1)C1CCCC1 (configuration not stated),-12,2.7,7,-1,1.0,-23,-0.4,0.0,14
COc1ccccc1/C=C/C=N/n1c(-c2cc(C)[nH]n2)n[nH]c1=S,-5,0.2,11,3,-0.4,19,0.5,0.2,13
CCOC(=O)C(NS(=O)(=O)c1ccccc1)(C(F)(F)F)P(=O)(OC(C)C)OC(C)C (configuration not stated),16,-1.5,5,-2,0.4,-7,1.4,0.6,8
CC1(C)CC(=O)C/C(=N\NC(=O)C2C3CCCCC32)C1 (configuration not stated),-5,-1.2,-1,-2,-0.3,-36,0.8,0.5,52
CSc1nc(C)cc(OCC(=O)N/N=C/c2ccccc2O)n1,-9,-0.1,8,-1,0.1,-151,1.8,0.3,-35
Cc1cnc(C(=O)Nc2ccc(F)cc2)cn1,-17,-1.5,2,-1,-0.4,-13,1.7,1.3,7
CC1CCCCC1NC(=O)CCCn1c(=S)[nH]c2ccccc2c1=O (configuration not stated),4,-0.9,3,1,0.6,12,0.4,0.7,-34
CC1(C)CC(=O)C2=C(C1)OC(N)=C(C#N)C21CCN(Cc2ccccc2)CC1,14,-0.1,4,-3,1.1,-93,1.8,0.8,20
Cc1ccc(NC(=O)CN(C)CC(=O)Nc2c(C)cccc2C)c(Br)c1,-4,2.1,9,2,0.8,12,2.1,0.4,-6
Cc1noc(C)c1COC(=O)CCOc1ccccc1,-8,-0.2,1,0,0.4,-14,0.4,0.2,17
Cc1cc(C)c2oc(=O)cc(CN3CCOCC3)c2c1,-8,0.3,4,-2,-0.2,-16,1.0,-0.6,18
C=CCN1C(=O)C(O)(CC(=O)c2ccc(N)cc2)c2ccccc21 (configuration not stated),-15,1.8,5,1,0.6,16,0.6,-0.2,25
Cc1noc(C)c1CSCc1ccc(Cl)cc1,2,-0.3,0,-4,-0.7,3,-1.2,0.6,17
CCOc1ccc(S(=O)(=O)N(C(=O)c2ccco2)c2cc3sc(=O)oc3c3ccccc23)cc1,-18,0.2,5,-2,-1.1,-3,-1.2,1.5,13
COc1cc(/C=N\NC(=O)c2ccc(C)nc2)ccc1OC(=O)c1ccco1,5,-0.3,0,-3,1.0,17,0.7,-0.2,19
CC(=O)Nc1ccccc1-c1ccc(C)o1,-6,3.2,1,3,0.4,0,0.0,-0.7,6
CC(C)CCNC(=O)c1ccc(Cl)c(NC(=O)Cc2ccccc2)c1,-21,0.2,8,1,-0.7,31,-0.9,-0.8,18
Cc1ccc(S(=O)(=O)N(CC(=O)N/N=C/c2cccc(C)c2)c2cccc3cccnc23)cc1,-22,-2.1,-2,-4,-0.5,9,-0.2,-0.2,13
O=[N+]([O-])c1ccc(N2CCN(c3nc(-c4ccc(Cl)cc4)cs3)CC2)cc1,-15,-2.2,6,3,0.9,-18,5.7,0.1,-6
COc1ccc(OC)c2sc(NC(=O)C3COc4ccccc4O3)nc12 (configuration not stated),3,-3.6,11,2,-0.1,nt,-0.9,-1.3,nt
COc1cc2c(C#N)c(N3CCCC3)nc(N)c2c(N)n1,5,-0.9,0,4,0.3,-336,2.8,0.8,-29
NS(=O)(=O)c1ccc(CCNC(=O)Cc2ccccc2[N+](=O)[O-])cc1,5,0.0,4,5,1.2,-12,0.7,0.2,-1
COc1ccccc1C1=NOC(COC(=O)c2ccc3ccccc3n2)C1 (configuration not stated),-13,-0.1,-2,-1,-1.2,3,-3.2,1.4,-33
CC(C)CC(c1nnnn1Cc1ccco1)N1CCN(c2cccc(Cl)c2)CC1 (configuration not stated),-9,-0.5,-1,-5,0.6,20,0.1,0.4,8
Cc1cc(N2CCOCC2)nc(SCC(=O)c2ccccc2)n1,-19,-0.6,-1,4,0.2,-4,1.2,-1.2,5
O=C1N=C(N2CCOCC2)S/C1=C/c1ccc(-c2ccc(F)cc2)o1,4,0.8,4,2,0.1,-65,0.5,-0.9,-46
O=S(=O)(c1ccc(Cl)cc1)c1cnc(-c2cccnc2)nc1-c1ccccc1,-12,-1.2,-2,-4,0.1,-13,-0.5,0.8,22
COc1ccc(C(=O)NN2C(=S)N(c3ccc(OC)cc3)C(=O)C2CC(N)=O)cc1 (configuration not stated),17,0.7,0,-2,0.4,8,0.2,1.0,22
COc1ccccc1CNC(=O)/C=C/c1ccc(S(=O)(=O)N2CCOCC2)cc1,12,-1.5,1,-1,1.4,-6,0.8,-0.5,-70

# For convenience, part of the list above:
SMILES,S1P4 antagonist,S1P4 agonist,BaF3 parental,Ba/F3 V617F tox,TRPML3 ag,Calpain2 inh,TRPN1 ag,PERK inh,EP2 mod
COc1cc2c(C#N)c(N3CCCC3)nc(N)c2c(N)n1,5,-0.9,0,4,0.3,-336,2.8,0.8,-29
NS(=O)(=O)c1ccc(CCNC(=O)Cc2ccccc2[N+](=O)[O-])cc1,5,0.0,4,5,1.2,-12,0.7,0.2,-1
COc1ccccc1C1=NOC(COC(=O)c2ccc3ccccc3n2)C1 (configuration not stated),-13,-0.1,-2,-1,-1.2,3,-3.2,1.4,-33
CC(C)CC(c1nnnn1Cc1ccco1)N1CCN(c2cccc(Cl)c2)CC1 (configuration not stated),-9,-0.5,-1,-5,0.6,20,0.1,0.4,8
Cc1cc(N2CCOCC2)nc(SCC(=O)c2ccccc2)n1,-19,-0.6,-1,4,0.2,-4,1.2,-1.2,5
O=C1N=C(N2CCOCC2)S/C1=C/c1ccc(-c2ccc(F)cc2)o1,4,0.8,4,2,0.1,-65,0.5,-0.9,-46
O=S(=O)(c1ccc(Cl)cc1)c1cnc(-c2cccnc2)nc1-c1ccccc1,-12,-1.2,-2,-4,0.1,-13,-0.5,0.8,22
COc1ccc(C(=O)NN2C(=S)N(c3ccc(OC)cc3)C(=O)C2CC(N)=O)cc1 (configuration not stated),17,0.7,0,-2,0.4,8,0.2,1.0,22
COc1ccccc1CNC(=O)/C=C/c1ccc(S(=O)(=O)N2CCOCC2)cc1,12,-1.5,1,-1,1.4,-6,0.8,-0.5,-70

# Going on with the list.
SMILES,S1P4 antagonist,S1P4 agonist,BaF3 parental,Ba/F3 V617F tox,TRPML3 ag,Calpain2 inh,TRPN1 ag,PERK inh,EP2 mod
CCOc1[nH]n(-c2ccc(Cl)cc2)c(=O)c1C=NCc1cccnc1,-5,0.5,5,1,0.5,-19,-0.5,-0.8,37
COc1ccc2c(c1)CCC(C)N2S(=O)(=O)c1ccc(C2CNC(=O)C2)cc1 (configuration not stated),0,1.8,3,0,-0.1,25,-0.3,0.7,11
O=c1c2ccccc2nc(-c2ccco2)n1CCCn1ccnc1,-7,1.9,4,2,0.8,11,2.2,-0.7,20
Cc1ccc(-c2nn(CC(=O)NC(C)c3ccccc3)c(=O)c3ccccc23)cc1 (configuration not stated),-14,-0.2,-1,-3,-0.9,24,-0.8,0.3,35
CCCCCC(=O)Nc1ccc(N2CCN(CC)CC2)c(Cl)c1,-17,2.3,4,2,0.6,49,-0.5,-0.6,1
CCOc1ccc(Nc2oc(-c3ccc(Cl)cc3)nc2C#N)cc1,-16,1.7,2,-1,1.3,11,2.0,0.1,-51
O=C1C(Cc2ccc(O)cc2)NC(=S)N1Cc1ccccc1 (configuration not stated),11,0.1,-6,-4,0.2,-7,0.7,3.1*,12
CCOC(=O)N1CCN(c2ccc(F)cc2[N+](=O)[O-])CC1,0,-0.2,4,4,-0.1,17,0.3,-0.3,10
O=C(Nc1ccc2ccccc2c1)N1CCCN(CCOc2ccccc2)CC1,13,0.2,-3,6,0.0,-4,0.3,-1.2,-48
Cn1c(SCC(=O)NC2CCCC2)nc2cccnc21,0,-1.4,3,-1,0.8,-20,-1.1,-0.2,21
CCC1C2CN(C(C)=O)CC=C2C(C#N)=C(N)C1(C#N)C#N (configuration not stated),-7,1.1,2,-2,1.2,-1,-0.2,1.2,14&-5
CCC(OC(=O)c1nsc(Cl)c1Cl)C(=O)NCc1ccco1 (configuration not stated),-20,-1.7,2,-4,0.3,0,-1.0,2.3,-5
CCN(CC)C(=O)c1ccc2c3c(cccc13)C(=O)N(CCc1ccc(OC)c(OC)c1)C2=O,-13,2.3,6,0,1.3,-12,3.4,-0.9,8
O=C1CCCC(=O)N1c1ccc(N2CCOCC2)c([N+](=O)[O-])c1,1,-1.6,7,6,0.2,23,1.0,0.9,-18
CCC(=O)N1CCc2cc(S(=O)(=O)NCCC(=O)N3CCN(c4ccccn4)CC3)ccc21,-12,0.0,1,1,0.3,-5,-0.5,-0.6,12
COc1ccccc1CNC(=O)C1CCN(S(=O)(=O)c2ccc3c(c2)OCCCO3)CC1,-15,0.7,7,0,0.1,18,0.1,0.4,-4
CCCn1nc(NC(=O)c2ccccn2)c2cc3cc(C)ccc3nc21,-13,1.4,8,2,0.5,-77,-0.2,-3.0,6
CC1CN(S(=O)(=O)c2cccc(C(F)(F)F)c2)CC(C)O1 (configuration not stated),-1,-1.8,-4,-1,-0.3,-6,-0.8,1.5,4
CCN1CCCC1CNC(=O)C1c2cc(OC)c(OC)cc2C(=O)N(C)C1c1cccnc1 (configuration not stated),-11,1.4,3,-3,1.1,-4,1.9,1.4,17
CCC(=O)n1nc(-c2cccnc2)nc1NCc1ccccc1,-5,0.5,3,-1,0.7,-2,1.1,2.4,24
CCN(CC)CCNC(C(=O)Nc1cc(C(F)(F)F)ccc1Cl)c1ccccc1 (configuration not stated),-11,4.6,2,0,1.0,-1,-1.3,-0.3,-8
C/C(N)=C(/C#N)C(=O)COC(=O)c1ccccc1Oc1ccccc1,-3,-0.9,1,3,0.3,9,0.8,-0.5,34
COc1ccc(-n2c(/C=C(\C)O)nc(=O)c3c(C)cc(C)nc32)cc1,-3,1.1,6,3,-0.5,27,0.5,-0.7,27
CC(C)c1ccc(NC(=O)C(c2ccccc2)N2CCN(C(=O)c3ccco3)CC2)cc1 (configuration not stated),-28,3.0,6,-2,-1.1,-7,-0.9,-1.9,-23
CC(=O)Cc1nsc(NC(=O)c2ccc(-c3ccc(F)cc3)o2)n1,5,0.8,2,2,0.5,-56,1.0,0.3,-17
